RXFP1 ag: agonists of human relaxin receptor RXFP1 | Potency, µM (doses to about 57.5 µM), inactives show top-dose activation, usual class: activators | hit rate 0.3% among 370,000 | HEK293T-RXFP1 cAMP TR-FRET, 30 min; response scale: percent of porcine relaxin response, buffer zero; also: nearly all actives have a fitted effect of over 60% in size; many of its hits are not listed in these tables
Target sequence (Q9HBX9 whole entry, looked up): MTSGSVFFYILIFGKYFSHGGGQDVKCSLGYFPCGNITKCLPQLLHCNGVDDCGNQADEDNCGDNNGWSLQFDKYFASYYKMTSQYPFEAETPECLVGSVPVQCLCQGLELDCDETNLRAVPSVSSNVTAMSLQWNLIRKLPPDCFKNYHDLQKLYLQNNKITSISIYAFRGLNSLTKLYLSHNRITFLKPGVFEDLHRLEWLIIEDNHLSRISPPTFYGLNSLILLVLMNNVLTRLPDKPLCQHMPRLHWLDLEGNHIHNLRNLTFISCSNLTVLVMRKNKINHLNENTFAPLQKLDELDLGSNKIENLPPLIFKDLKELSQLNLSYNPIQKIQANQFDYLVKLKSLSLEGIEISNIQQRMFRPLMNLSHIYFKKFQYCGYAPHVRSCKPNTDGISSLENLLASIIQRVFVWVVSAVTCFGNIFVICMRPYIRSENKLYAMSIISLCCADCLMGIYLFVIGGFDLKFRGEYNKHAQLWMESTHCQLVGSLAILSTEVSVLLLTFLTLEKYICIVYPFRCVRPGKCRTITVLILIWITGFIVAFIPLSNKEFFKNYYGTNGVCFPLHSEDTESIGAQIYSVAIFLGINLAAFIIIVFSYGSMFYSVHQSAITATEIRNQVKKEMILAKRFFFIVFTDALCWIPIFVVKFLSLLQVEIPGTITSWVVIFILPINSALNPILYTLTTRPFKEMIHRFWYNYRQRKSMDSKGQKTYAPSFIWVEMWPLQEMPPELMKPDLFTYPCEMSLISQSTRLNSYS
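Agonist response is measured as cAMP accumulation in an RXFP1-transfected HEK293T line under PDE4 inhibition. Values are scaled between buffer-only and 29 nM porcine relaxin, and EC50s come from standard Hill equation fits.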
ALOX12 inh: inhibitors of human 12S-lipoxygenase ALOX12; Potency, µM (titrated, usually from 108 µM), inactives show at the highest dose activity change, negative = inhibition, most hits filed as inhibitors; purified 12hLO, xylenol orange hydroperoxide absorbance; hit rate 1.1% among 580,000; P18054
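Purified human 12hLO at 150 nM in 25 mM Hepes, 0.01% Triton X-100, pH 7.0, preincubated 15 min at room temperature with compound. Reaction started with 40 uM arachidonic acid, 30 min at room temperature. Hydroperoxide measured by Fe-xylenol orange, 573/405 nm absorbance ratio.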
An asterisk follows results filed as active; [ ] = dose if it differs, or a comment. Calls follow the shape of the dose curve; as a rule, active = well fitted curve in the direction sought with a large enough effect; inconclusive = small, poorly fitted or top-dose-only effect, or another doubt; inactive = no such curve, though single readings can be large; an effect the other way counts as inactive or inconclusive. % is scaled to controls: 0 for no effect and ±100 for the full control effect; potency is read from the fitted curve at half-maximal effect. Only part of the results is shown; rates above refer to the full screens.

How did CC(C)c1ccc(N2C(=O)N[C@@H]3CCN(C(=O)COc4ccccc4)[C@@H]3C2=O)cc1 do in these assays?
ALOX12 inh: -6%[176 µM]

How did CC(C)NS(=O)(=O)c1ccc(NC(=O)C2c3ccccc3Oc3ccccc32)cc1 do in these assays?
ALOX12 inh: -13%

What do the screens show for `CCn1c(CN2CCN(Cc3csc(C)n3)CC2)nnc1C1CC(N)C1` (configuration not stated)?
ALOX12 inh: 65%[activator]

Results for CC(C)c1nnc(C2CN(C(=O)CCc3c[nH]c4ccccc34)CC23CCOCC3)o1 (configuration not stated) ?
ALOX12 inh: 36%

Results for Fc1cccc(CSC2=NCCS2)c1 ?
ALOX12 inh: 6%

Results for O=C(NCc1ccccc1CN1CCCC1)c1ccc(-n2cccn2)cc1 ?
ALOX12 inh: 16%

What do the screens show for `CCOc1ccc(OCC(O)CN2CCN(c3ccc(C(F)(F)F)cn3)CC2)cc1` (configuration not stated)?
ALOX12 inh: 16%

Results for Fc1ccccc1-c1n[nH]c2c1CN(Cc1cccc3c1OCO3)CC2 ?
ALOX12 inh: -12%

Results for COc1cc(C(=O)NC2CCN(c3cc(-c4ccc(F)cc4)[nH]n3)C2)cc(OC)c1OC (configuration not stated) ?
ALOX12 inh: 21%

How did Cc1nc(-c2cccc(F)c2)sc1CCNC(=O)C1CCCC1 do in these assays?
ALOX12 inh: 18%

How did COC(=O)c1ccccc1C(=O)N1CCc2c(cnc(C)c2CNC(=O)c2ccccc2F)C1 do in these assays?
ALOX12 inh: 1%

Results for NC(=O)C1CCN(CC(=O)Nc2cccc(Cl)c2)CC1 ?
ALOX12 inh: 13%

What do the screens show for `CNC(=O)c1ccc(S(=O)(=O)Nc2ccc(C(C)(C)C)cc2)cc1`?
ALOX12 inh: -23%

What do the screens show for `O=C(O)CCC(=O)Nc1ccc2[nH]cc(C(C(=O)O)N3CCN(c4cccc(Cl)c4)CC3)c2c1` (configuration not stated)?
ALOX12 inh: -20%

What do the screens show for `CCC1Oc2ccc(NC(=O)c3ccccc3)cc2CN(Cc2ccc(OC)cc2)C1=O` (configuration not stated)?
ALOX12 inh: 25%

How did CCc1cc(NCCc2nc(C)cs2)n2nccc2n1 do in these assays?
ALOX12 inh: 129%[activator]

Results for COCc1nc(CCNC(=O)COc2ccc(F)cc2)no1 ?
ALOX12 inh: 11%

What do the screens show for `COC(=O)C1=C(C)N(Cc2ccc(C(F)(F)F)cc2)C(=NCc2ccc(C(F)(F)F)cc2)NC1c1ccccc1` (configuration not stated)?
ALOX12 inh: inconclusive

What do the screens show for `COC(=O)COc1ccc2ccc(=O)oc2c1`?
ALOX12 inh: 7%

What do the screens show for `CC(C)c1nccn1CCCNC(=O)c1ccc(N2CCCCCC2)nc1`?
ALOX12 inh: -37%

What do the screens show for `COCCNC(=O)C1(C)CCCc2cnc(Nc3ccccc3)nc21` (configuration not stated)?
ALOX12 inh: -3%[176 µM]

What do the screens show for `CS(=O)(=O)N1CCCC(C(=O)NCCN2CCOCC2)CCNC(=O)CC1` (configuration not stated)?
ALOX12 inh: 9%

Results for CC(COc1ccc(CC#N)cc1)CN1CCC(C(O)(c2ccccc2)c2ccccc2)CC1 (configuration not stated) ?
ALOX12 inh: 12%

What do the screens show for `N=c1ccn(O)c2ccccc12`?
ALOX12 inh: 17%

How did Cc1cc(C)c2[nH]c(C)c(CN(C)C3CCCCC3)c(=O)c2c1 do in these assays?
ALOX12 inh: 24%

How did O=C(NCCCc1ccccc1)c1n[nH]c2c1CN(C(=O)c1ccccc1F)CC2 do in these assays?
ALOX12 inh: 29%

Results for CSCCC(c1nc2ccccc2[nH]1)n1c(C)nc2ccccc21 (configuration not stated) ?
ALOX12 inh: -3%

How did Cc1noc(C)c1C(=O)N1Cc2ccccc2CC2(CCCN(CC3CCNC3)C2)C1 (configuration not stated) do in these assays?
ALOX12 inh: inconclusive

Results for CCNc1ncc(C(=O)N2C[C@@H](NS(C)(=O)=O)[C@H](C(C)C)C2)cn1 ?
ALOX12 inh: 15%

What do the screens show for `COc1ccccc1OCC(=O)OCC(=O)c1cc(Cl)ccc1Cl`?
ALOX12 inh: 0%

Results for O=C(Nc1cccc(S(=O)(=O)NC2=NCCC2)c1)C1(c2ccccc2)CCCC1 ?
ALOX12 inh: -16%

Results for CCOC1CCCc2oc(-c3ccc(OC)cc3)c(C(=O)NCCCCO)c21 (configuration not stated) ?
ALOX12 inh: 13µM*

What do the screens show for `Cc1cnc(-c2ccccc2)n1C1CCCN(C(=O)COc2ccc(F)cc2)C1` (configuration not stated)?
ALOX12 inh: 60%[activator]

Results for Cc1nn(-c2ccccc2)c(C)c1CC(=O)NC1CCCN(Cc2ccccc2F)C1 (configuration not stated) ?
ALOX12 inh: 40%[activator]

Results for Cc1oc(-c2nc(C#N)c(N3CCOCC3)o2)cc1S(=O)(=O)N1CCCC1 ?
ALOX12 inh: inconclusive

How did COc1ccc(CN2CCN(C3CCN(c4ccccc4)CC3)CC2CCO)cc1C (configuration not stated) do in these assays?
ALOX12 inh: 19%

What do the screens show for `COc1ccc(NC(C)=O)cc1NC(=O)C1CCCN1C(=O)C12CC3CC(CC(C3)C1)C2` (configuration not stated)?
ALOX12 inh: inconclusive

How did Cc1cc(S(=O)(=O)Nc2ccc(F)cc2)ccc1OCC(=O)NCc1ccc2c(c1)OCO2 do in these assays?
ALOX12 inh: inconclusive

How did COC(=O)c1ccc(NC(=O)N2CC(Oc3cccc(-c4nc(C)no4)c3)C2)cc1 do in these assays?
ALOX12 inh: inconclusive

How did C=CCN1C(=O)COc2ccc(NC(=O)c3cc(=O)c4cc(C)cc(C)c4o3)cc21 do in these assays?
ALOX12 inh: 28%

Results for Cc1ccccc1CC(=O)N1CCC[C@H]1c1nc(-c2ccccc2)no1 ?
ALOX12 inh: 8%

How did CCOc1ccc(-c2nc(CNC(=O)Nc3ccc(C)c(Cl)c3)c(C)o2)cc1 do in these assays?
ALOX12 inh: inconclusive

How did CC(=O)N1CCC[C@@]2(CCN(Cc3ccc(C#N)cc3)C2)C1 do in these assays?
ALOX12 inh: -1%[57.4 µM]

Results for CC(C)SCC(=O)Nc1cc(C(C)(C)C)ccc1O ?
ALOX12 inh: inconclusive

Results for COC(=O)[C@]12C[C@H](CC(=O)NCCC(C)C)C(=O)N(CCc3ccc(OC)c(OC)c3)C1=C[C@H](C(C)C)O[C@@H]2C1CC1 ?
ALOX12 inh: 7%

Results for Cc1noc([C@@H]2CC(F)(F)CN2C(=O)c2ccc(F)cn2)n1 ?
ALOX12 inh: 40%[activator]

What do the screens show for `Cc1ccc(C)c(S(=O)(=O)c2nnn3c2nc(NCCCOC(C)C)c2ccccc23)c1`?
ALOX12 inh: -6%[6.33 µM]

What do the screens show for `COc1ccc(C(CC(=O)N2CCC(C(N)=O)CC2)c2ccccc2)cc1` (configuration not stated)?
ALOX12 inh: -4%

3 structures from above, arranged by heavy-atom count, lowest first:
How did CCOc1ccc(-c2nc(CNC(=O)Nc3ccc(C)c(Cl)c3)c(C)o2)cc1 do in these assays?
ALOX12 inh: inconclusive

How did C=CCN1C(=O)COc2ccc(NC(=O)c3cc(=O)c4cc(C)cc(C)c4o3)cc21 do in these assays?
ALOX12 inh: 28%

What do the screens show for `Cc1ccc(C)c(S(=O)(=O)c2nnn3c2nc(NCCCOC(C)C)c2ccccc23)c1`?
ALOX12 inh: -6%[6.33 µM]

Gathered by group, the compounds so far containing a cyano group
Results for CC(COc1ccc(CC#N)cc1)CN1CCC(C(O)(c2ccccc2)c2ccccc2)CC1 (configuration not stated) ?
ALOX12 inh: 12%

Results for Cc1oc(-c2nc(C#N)c(N3CCOCC3)o2)cc1S(=O)(=O)N1CCCC1 ?
ALOX12 inh: inconclusive

How did CC(=O)N1CCC[C@@]2(CCN(Cc3ccc(C#N)cc3)C2)C1 do in these assays?
ALOX12 inh: -1%[57.4 µM]

(next part)
Results for CCn1nccc1C(=O)N1CCCC(c2nnnn2-c2ccccc2)C1 (configuration not stated) ?
ALOX12 inh: 42%[activator]

How did Cc1noc(C)c1C1CCCN1Cc1cn(-c2ccccc2)nn1 (configuration not stated) do in these assays?
ALOX12 inh: 14%

Results for O=C(CN1C(=O)NC(c2ccccc2Cl)C2=C1COC2=O)Nc1ccc2c(c1)OCO2 (configuration not stated) ?
ALOX12 inh: 12%

Results for COCCNC(=O)[C@H]1C[C@H](Oc2cccnc2)CN1S(=O)(=O)c1cccc(OC)c1 ?
ALOX12 inh: 3%

How did CSc1cccc(NC(=O)N2CCC(c3cc(-c4cccc(C)c4)n[nH]3)CC2)c1 do in these assays?
ALOX12 inh: -3%

Results for O=C(C1CCCN(c2nc3ncccc3o2)C1)N1CCN(c2ncccn2)CC1 (configuration not stated) ?
ALOX12 inh: 17%

How did CC1(C)CC(=O)C2=C(C1)N(c1cccc(F)c1)C(N)=C(C#N)C21C(=O)Nc2ccccc21 (configuration not stated) do in these assays?
ALOX12 inh: -13%

What do the screens show for `COC(=O)[C@@H](Cc1c[nH]c2ccccc12)NC(=O)[C@@H]1CN(C(=O)c2cccnc2)CCN1C(=O)NC(C)C`?
ALOX12 inh: -19%

Results for O=C(NCc1ccc(F)cc1)c1cc2sccc2n1Cc1ccc(F)cc1 ?
RXFP1 ag: 3.2%; ALOX12 inh: -5%

How did Cc1ccc2nc(-c3ccccn3)cc(C(=O)NC3CCN(C)CC3)c2c1 do in these assays?
RXFP1 ag: 1.2%; ALOX12 inh: 0%

Results for O=C(Nc1nc2ccc([N+](=O)[O-])cc2s1)c1ccco1 ?
RXFP1 ag: inconclusive; ALOX12 inh: -13%

What do the screens show for `CCn1c2ccccc2c2cc(CN3CCN(S(=O)(=O)CC)CC3)ccc21`?
RXFP1 ag: -1.1%; ALOX12 inh: inconclusive

Brought forward from above: three compounds, followed by the next part.
How did Cc1ccc2nc(-c3ccccn3)cc(C(=O)NC3CCN(C)CC3)c2c1 do in these assays?
RXFP1 ag: 1.2%; ALOX12 inh: 0%

Results for O=C(Nc1nc2ccc([N+](=O)[O-])cc2s1)c1ccco1 ?
RXFP1 ag: inconclusive; ALOX12 inh: -13%

What do the screens show for `CCn1c2ccccc2c2cc(CN3CCN(S(=O)(=O)CC)CC3)ccc21`?
RXFP1 ag: -1.1%; ALOX12 inh: inconclusive

Results for CC(=O)c1ccc(NC(=O)C(C)Sc2nnc(C3CCCCC3)o2)cc1 (configuration not stated) ?
RXFP1 ag: 2.6%; ALOX12 inh: 3%

What do the screens show for `O=C(CSc1nc2c(cnn2-c2ccc(F)cc2)c(=O)[nH]1)N1N=C(c2cccs2)CC1c1ccc(F)cc1` (configuration not stated)?
RXFP1 ag: 1.4%; ALOX12 inh: 4%[57.4 µM]

Results for CN(C)CCNC(=O)C(=O)C1C(=O)Nc2ccccc21 (configuration not stated) ?
RXFP1 ag: 1.6%; ALOX12 inh: inconclusive

What do the screens show for `CCCCCCN(C(=O)CCCCCN1C(=O)NC(c2ccc(-c3ccccc3)cc2)C(C(=O)OCc2ccccc2)=C1C)C(C(=O)NCCCC)c1ccccc1` (configuration not stated)?
RXFP1 ag: 0.0%; ALOX12 inh: -14%

What do the screens show for `COc1cc(/C=C(\C#N)c2nc3c(s2)CC(C)CC3)ccc1O` (configuration not stated)?
RXFP1 ag: -0.5%; ALOX12 inh: inconclusive

What do the screens show for `O=C(CNS(=O)(=O)c1ccc(Br)cc1)OCc1cc(=O)n2cc(Br)ccc2n1`?
RXFP1 ag: 20%; ALOX12 inh: -13%

What do the screens show for `O=C(NC(c1ccccc1)c1cc(Cl)c2cccnc2c1O)c1cccnc1` (configuration not stated)?
RXFP1 ag: 5.6%; ALOX12 inh: inconclusive

How did O=C(COC(=O)c1sc2cc(Cl)ccc2c1Cl)Nc1ncc(Cl)cc1Cl do in these assays?
RXFP1 ag: 1.3%; ALOX12 inh: -28%

How did CC(C)n1nc(C(=O)N2CCN(S(=O)(=O)c3cccs3)CC2)c2ccccc2c1=O do in these assays?
RXFP1 ag: 4.3%; ALOX12 inh: 12%

How did Cc1nc(C2CCC3C4CCC5=CC(=O)CC[C@]5(C)C4CC[C@]23C)cs1 (some centres not stated) do in these assays?
RXFP1 ag: -4.6%; ALOX12 inh: 9%

Results for Cc1cccc(/C(N)=N/OC(=O)c2cccc3ccccc23)c1 ?
RXFP1 ag: -2.0%

What do the screens show for `CCc1ccc(/C=C2/SC(=S)N(CCC(=O)Nc3ccc(C(=O)O)cc3)C2=O)cc1`?
RXFP1 ag: -0.9%; ALOX12 inh: -25%

Results for Cn1cccc1/C=N/NC(=O)c1sc2cc(Cl)ccc2c1Cl ?
RXFP1 ag: 0.6%; ALOX12 inh: -10%

Of the compounds above, these have a tert-butyl group.
What do the screens show for `CNC(=O)c1ccc(S(=O)(=O)Nc2ccc(C(C)(C)C)cc2)cc1`?
ALOX12 inh: -23%

Results for CC(C)SCC(=O)Nc1cc(C(C)(C)C)ccc1O ?
ALOX12 inh: inconclusive
